From PubChem BioAssay
Growth percent in the NCI-60 one-dose screen (48 h, 10 µM unless noted): 100 = growth as untreated, 0 = no growth, -100 = all killed.
DU-145 – DU-145 prostate cancer; AID 1794760; hit rate 4.2% among 81,000
OVCAR-4 – OVCAR-4 ovarian cancer cells; hit rate 3.7% among 80,000; AID 1794784
OVCAR-5 – OVCAR-5 ovarian cancer; hit rate 2.9% among 82,000
OVCAR-8 – OVCAR-8 ovarian cancer; hit rate 4.4% among 81,000
PC-3 – PC-3 prostate cancer cells; hit rate 3.9% among 80,000
SF-295 – SF-295 CNS cancer cells; hit rate 5.6% among 79,000
SK-OV-3 – SK-OV-3 ovarian cancer cells; hit rate 3.2% among 80,000
OVCAR-3 – OVCAR-3 ovarian cancer; AID 1794787; hit rate 7% among 79,000
U251 – U251 CNS tumor cells | hit rate 5.4% among 80,000 | AID 1794753
Starred values were filed as active, the others as inactive; x = not tested or not shown; [ ] = dose if it differs, or a comment. How the source made its calls: active means growth percent below 10; inactive means the rest.

SMILES	DU-145	OVCAR-4	OVCAR-5	OVCAR-8	PC-3	SF-295	SK-OV-3	OVCAR-3	U251
CCCCCCCCCCCCCC[n+]1ccc(C)cc1	5.1*	7.8*	3.8*	-19*	-37*	-67*	-24*	-57*	-79*
O=C1C=CC(=O)N1c1ccc2c(c1)Cc1cc(F)ccc1-2	112	83	94	99	x	x	103	115	89
COc1ccc(NC(=O)[C@H](C)N)cc1C(=O)Nc1cccc(C2CC(=O)c3c(cc(OC)c(OC)c3OC)O2)c1 (stereo not given in full)	87	82	104	69	72	119	146	92	93
Cc1cc(Nc2ccc(F)cc2)nc(N2CCN(c3ccnc4cc(Cl)ccc34)CC2)n1	35	x	8.2*	32	11	x	47	24	26
CC/C(=C(/c1ccc(O)cc1)c1ccc(OCCN2CCCCCC2)cc1)c1ccccc1	108	106	95	102	94	99	98	106	97
Cc1cc(=O)n2nnc3cc(Cl)c(Cl)cc3n12	105	92	107	106	94	111	85	78	95
Cn1c2c(c3ccc(Cl)c(Cl)c31)C(C#N)C1(CCNCC1)NC2=O (stereo not given)	69	54	62	68	20	58	69	48	48
O=C(N(c1ccccc1)c1ccccc1)n1cc(I)c2nc(Cl)nc(Cl)c21	43	68	64	23	32	48	61	26	24
COc1ccc2c(c1)CCCC21C(=O)Nc2ccccc21 (stereo not given)	103	99	106	95	104	x	100	70	99
O=C(NNc1ccccc1)Nc1cc(Cl)ccc1Cl	114	96	99	98	89	86	118	107	100
COc1ccc(-c2nc(N3CCOCC3)c3c4c(sc3n2)CCCC4)cc1	103	80	83	101	87	95	79	94	99
CC(=O)Oc1ccc(C2OC(c3ccc4ccccc4c3OC(C)=O)=NN2C(C)=O)cc1 (stereo not given)	86	97	109	96	82	x	94	87	93
O=[N+]([O-])c1ccccc1NS(=O)(=O)c1ccccc1	118	98	110	101	92	103	93	103	106
O=S(=O)(NCCNc1nccc(-c2c(-c3ccc(F)cc3)nc3sccn23)n1)c1ccccc1	48	92	45	56	41	62	78	63	52
NC[C@H]1O[C@H](O[C@H]2C(O[C@@H]3O[C@H](CO)[C@@H](O)[C@H]3O)[C@@H](O)[C@H](N)C[C@@H]2N)[C@H](N)[C@@H](O)[C@@H]1O (stereo not given in full)	114	109	102	98	89	95	100	106	98
COc1cc(SSc2cc(OC)cc([N+](=O)[O-])c2N)c(N)c([N+](=O)[O-])c1	119	86	102	100	90	75	104	x	106
COc1cc2cc(Oc3ccc(NC(=O)Nc4cccc(C(F)(F)F)c4)cc3)c(C)nc2cc1OCCN1CCCCC1	-94*	-13*	62	-39*	-55*	-57*	x	-93*	-82*
O=C1/C(=C/c2ccc(Cl)c(Cl)c2)CN(C(=O)C(Cl)Cl)C/C1=C\c1ccc(Cl)c(Cl)c1	-76*	-17*	-69*	0.6*	-46*	-80*	25	-98*	-92*
CCCCC[C@H]1CC=C2C(=O)C=C[C@@H]2CC=CCCCC(=O)O[C@@H](CCCCC)CC=C2C(=O)C=C[C@@H]2CC=CCCCC(=O)O[C@@H](CCCCC)CC=C2C(=O)C=C[C@@H]2CC=CCCCC(=O)O1	11[8.75 µM]	22[8.75 µM]	-24*[8.75 µM]	12[8.75 µM]	-16*[8.75 µM]	2.1*[8.75 µM]	37[8.75 µM]	-54*[8.75 µM]	-49*[8.75 µM]
Cc1ccc(N=Cc2ccccc2O)cc1C	119	129	107	103	98	110	105	114	96
CC(C)C1=C[C@@]23CC[C@H]4[C@](C)(COCCC#N)CCC[C@]4(C)[C@H]2C[C@@H]1[C@@H]1[C@H]3[C@@H](OCCC#N)CC[C@@H]1OCCC#N	51	27	66	34	9.6*	29	64	37	29
NC(=S)N/N=C\c1nccc2c(N)cccc12	11	41	48	16	47	-15*	17	43	18
C=C(C)C(=O)OCC[N+](CC)(CC)CC	112	108	96	106	89	127	112	113	104
CC/C(=C\c1ccc(O)cc1O)c1ccc2ccc(O)cc2[o+]1	110	105	184	105	108	97	123	110	102
O=C(OCCCN1CCCCC1)c1ccccc1	108	107	95	99	95	97	105	113	99

Entries of single compounds as entered above. Order of screens: DU-145 | OVCAR-4 | OVCAR-5 | OVCAR-8 | PC-3 | SF-295 | SK-OV-3 | OVCAR-3 | U251
`CC(C)C1=C[C@@]23CC[C@H]4[C@](C)(COCCC#N)CCC[C@]4(C)[C@H]2C[C@@H]1[C@@H]1[C@H]3[C@@H](OCCC#N)CC[C@@H]1OCCC#N` across the screens: 51 | 27 | 66 | 34 | 9.6* | 29 | 64 | 37 | 29
`COc1cc(SSc2cc(OC)cc([N+](=O)[O-])c2N)c(N)c([N+](=O)[O-])c1` across the screens: 119 | 86 | 102 | 100 | 90 | 75 | 104 | x | 106
`Cn1c2c(c3ccc(Cl)c(Cl)c31)C(C#N)C1(CCNCC1)NC2=O` (stereo not given) across the screens: 69 | 54 | 62 | 68 | 20 | 58 | 69 | 48 | 48

Continued.
SMILES	DU-145	OVCAR-4	OVCAR-5	OVCAR-8	PC-3	SF-295	SK-OV-3	OVCAR-3	U251
C=C1C(=O)O[C@H]2[C@H]1CC/C(Cn1cc(COC(=O)NCCOCCOCC(=O)Nc3ccc(OC)c(C(N)=O)c3O)nn1)=C\CC[C@@]1(C)O[C@@H]21	104	106	105	95	99	98	104	103	96
CC1(N=Cc2cc(Cl)ccc2O)COP(=O)(Nc2ccccc2)OC1 (stereo not given)	92	93	137	98	77	109	98	97	92
C#CCOC(=O)[C@]1(C)CCC[C@@]2(C)[C@H]1CC(C=O)=C1C=C(C(C)C)CC[C@@H]12	103	88	95	98	85	97	103	102	97
CC1(C(C)(O)c2ccc(F)cc2)CC1 (stereo not given)	110	110	99	97	96	99	104	114	93
COC(=O)[C@H](C)NC(=O)NC(=O)NC(=O)CI	85	65	108	97	87	92	107	-19*	97
COc1ccccc1NC(=O)C(/C=N/C(=S)NNC(C)=O)=C(/C)O	111	108	114	101	90	107	112	114	96
COc1nc2ccccc2cc1/C=C1/C=C(c2ccccc2)NC1=O	56	65	85	45	55	28	50	17	31
c1ccc2c(c1)cnc1ccccc12	111	96	92	97	102	113	96	x	109
Cc1cccc[n+]1CCC(N)=O	115	110	100	104	96	107	101	114	104
C(=C(\C1=NCCN1)n1ccc2ccccc21)/c1cccc2ccccc12	98	79	87	90	56	81	103	88	84
COc1ccc(-c2ccccc2)cc1C(=O)c1ccc(-c2ccccc2)cc1	94	96	88	93	72	53	77	61	77
COc1ccc(-c2ccc(NNC(=S)Nc3ccccc3)nn2)cc1OC	107	97	103	101	96	100	x	108	91
Cc1ccc(S(=O)(=O)NCCNc2cc(-c3cn(C(C)(C)C)nc3-c3ccccc3)ccn2)cc1	104	93	111	94	87	91	108	111	81
COc1ccc(N2N=C(c3ccc4c(c3)OCO4)CC2c2cccc(NC(=O)CCCNS(=O)(=O)c3ccc(OC)cc3)c2)cc1 (stereo not given)	99	82	108	93	78	88	93	121	84
COC(=O)[C@@H](NC1CCN(C(=O)OC(C)(C)C)CC1)c1ccccc1	118	101	91	108	100	99	110	105	123
CCn1cccc1	108	106	106	93	96	103	94	111	86
Cc1ccc(S(=O)(=O)NC(=O)NNC(=O)C(=O)Nc2ccc(F)cc2)cc1	105	94	111	103	92	94	103	106	102
COc1cccc(NC(=O)Cn2cc3c(=O)oc4ccccc4c3n2)c1	103	93	113	112	97	97	113	99	125
COc1ccccc1C1OC2=C(Nc3ccc(Cl)cc3N2)C1=O (stereo not given)	101	91	97	94	80	89	89	96	95
COc1ccc2occ(C3=C(c4cn(CCN)c5ccccc45)C(=O)NC3=O)c2c1	95	65	81	79	54	68	74	84	74
Nc1ncnc2c1ncn2C1OC2COP(O)(=S)OC3C(COP(=O)(S)OC2C1F)OC(n1ccc(=O)[nH]c1=O)C3F (stereo not given)	98	113	94	91	76	99	90	103	105
CN(C)S(=O)(=O)c1oc(-c2ccccc2)nc1C#N	35	100	100	94	89	99	136	62	89
CCC(c1ccccc1)C(CC)c1ccc(O)c(O)c1 (stereo not given)	100	82	115	102	93	106	112	86	97
CC(=O)c1cc2c(c(O)c1C)C(=O)C(=O)c1c(O)cccc1-2	-95*	-98*	-81*	-61*	-26*	-82*	-94*	-46*	-95*
NC(=O)/[N+]([O-])=C\c1ccc(/C=[N+](/[O-])C(N)=O)cc1	107	114	98	102	104	96	117	109	98

Molecules above containing a nitro group on carbon (2):
SMILES	DU-145	OVCAR-4	OVCAR-5	OVCAR-8	PC-3	SF-295	SK-OV-3	OVCAR-3	U251
O=[N+]([O-])c1ccccc1NS(=O)(=O)c1ccccc1	118	98	110	101	92	103	93	103	106
COc1cc(SSc2cc(OC)cc([N+](=O)[O-])c2N)c(N)c([N+](=O)[O-])c1	119	86	102	100	90	75	104	x	106

(more compounds)
SMILES	DU-145	OVCAR-4	OVCAR-5	OVCAR-8	PC-3	SF-295	SK-OV-3	OVCAR-3	U251
CN(C)CCCN(Cc1ccccc1O)C(=S)Nc1ccc(F)cc1	116	102	94	101	95	96	106	114	97
O=C1c2ccccc2C(=O)N1CN1CCC(CCCC2CCN(CN3C(=O)c4ccccc4C3=O)CC2)CC1	105	116	94	115	103	162	116	106	113
O=C1/C(=C/c2cccc(O)c2)COc2ccc(O)cc21	80	98	105	69	73	105	x	55	30
COc1ccc(C(C)=C(c2ccc(OCCN3CCCCC3)cc2)c2ccc(OCCN3CCCCC3)cc2)cc1	105	109	104	100	95	98	104	101	98
CN(C)c1ccc(/C=N/NC(=O)c2ccccc2Nc2cccc(C(F)(F)F)c2)cc1	x	76	88	100	76	111	100	88	81
COC(=O)/C(CCC(Br)C(C)(C)[n+]1ccccc1)=C1\[C@@H](OC(C)=O)C[C@@]2(C)[C@H]1C[C@@H](O)[C@H]1[C@@]3(C)CCC(=O)[C@@H](C)[C@@H]3CC[C@@]12C (stereo not given in full)	111	100	104	103	92	x	116	112	105
Cc1cc(-c2ccccc2)c(-c2ccccn2)c2ccccc12	107	86	95	119	90	x	108	107	103
COc1ccc(-c2nc(SCC(=O)Nc3ccc(C(=O)/C=C/c4ccc(Cl)cc4)cc3)[nH]c(=O)c2C#N)cc1OC	104	114	103	95	100	89	81	108	95
Cc1cc(OCCO)cc(C)c1Cl	117	122	115	106	97	130	117	118	110
COc1cccc(OC)c1C(=O)N[C@@H]1C(=O)N2[C@@H]1SC(C)(C)[C@@H]2C(=O)O	115	104	110	107	86	105	100	119	106
CCCCCCCCCCCCCCCCNC(=O)Nc1ccc(-c2ccc(NC(=O)NCCCCCCCCCCCCCCCC)c(OC)c2)c(OC)c1	118	110	104	109	91	104	107	110	102
O=C(O)/C=C(\c1nc2ccc([N+](=O)[O-])cc2[nH]1)c1cc(Cl)ccc1O	40	8.5*	87	25	14	22	30	-16*	17
CC(C(N)=O)N1CCN(c2cccc(Cl)c2)CC1 (stereo not given)	109	97	101	100	88	102	106	100	97
Cn1c(=O)c2nc(NCC3CCCCC3)sc2n(C)c1=O	99	x	114	106	93	121	x	112	99
Nc1ncnc(Nc2ccccc2Oc2ccccc2)n1	112	89	108	102	105	x	112	110	106
CC12CC[C@@H]3[C@]4(C)COC(c5cn[nH]c5-c5ccccc5)O[C@@H]4CC[C@@]3(C)[C@@H]1CC(C1=CCOC1=O)O2 (stereo not given in full)	98	87	116	100	78	106	100	117	101
CCOC(=O)C(CCc1ccccc1[N+](=O)[O-])C(=O)OCC	106	103	102	102	93	98	102	109	98
N#Cc1c(N)c2sc(Nc3ccccc3)c(-c3nc4ccccc4s3)c2[nH]c1=S	111	110	92	99	79	103	75	92	88
COc1cc(C)cc(-c2[nH]ncc2-c2cc(NCCN3CCOCC3)nc(-c3cccnc3)n2)c1	101	84	96	98	96	94	106	96	101
COC(=O)NC1c2ccccc2CCC1I (stereo not given)	112	111	92	99	87	108	82	122	102
O=C(/C=C/Nc1ccc(F)cc1F)c1ccc2c(c1)Nc1ccccc1S2	89	68	87	65	75	65	95	100	73
O=c1oc2ccccc2cc1C1=Nn2c(nnc2C(F)(F)F)SC1	97	92	109	101	102	101	104	101	99
COc1ccc(-c2c(C#N)c(-c3ccc(C)cc3)nc3c2c(-c2ccccc2)nn3-c2ccccc2)cc1	105	98	101	108	100	73	107	103	66
CS/C(Nc1ccccc1)=C(\C#N)C(=O)c1ccccc1	112	105	93	92	91	104	119	94	93
CCC(COC(=O)c1ccccc1)NC(C)C (stereo not given)	113	101	108	96	103	116	103	119	106

Just OVCAR-3, PC-3 and U251, for 2 of the compounds above:
| Molecule | OVCAR-3 | PC-3 | U251 |
| --- | --- | --- | --- |
| O=c1oc2ccccc2cc1C1=Nn2c(nnc2C(F)(F)F)SC1 | 101 | 102 | 99 |
| COc1ccc(-c2c(C#N)c(-c3ccc(C)cc3)nc3c2c(-c2ccccc2)nn3-c2ccccc2)cc1 | 103 | 100 | 66 |

Continued:
SMILES	DU-145	OVCAR-4	OVCAR-5	OVCAR-8	PC-3	SF-295	SK-OV-3	OVCAR-3	U251
COc1ccc(/C=N/NC(=O)CSc2nc3ccccc3c(=O)n2Cc2ccc(S(N)(=O)=O)cc2)cc1	115	115	100	102	97	99	113	119	97
O=S1(=O)OCCCO1	108	104	102	101	95	103	104	111	95
O=Cc1ccc(-n2cc(Cc3cc(Cc4cn(-c5ccc(C=O)cc5)nn4)c(Cc4cn(-c5ccc(C=O)cc5)nn4)cc3Cc3cn(-c4ccc(C=O)cc4)nn3)nn2)cc1	112	106	108	108	102	103	93	106	108
COc1ccc(OC)c(/C=N/Nc2ncnc3c2c(C)nn3C)c1	108	118	93	109	100	100	102	107	97
COc1cc(C)cc2oc3oc(=N)c(-c4nc5ccccc5s4)cc3c(=O)c12	106	100	99	104	102	103	97	90	97
O=C(CN1CCN(c2cc(=O)[nH]c3ccc(F)cc23)CC1)Nc1ccc(Br)cc1	67	63	92	75	66	77	94	74	82
CSCc1ccc(CSC)cc1	114	x	105	103	89	105	x	108	98
O=c1c2ccccc2nc(COc2ccccc2)n1NCc1ccc([N+](=O)[O-])cc1	107	93	109	105	99	96	108	109	91
